# Assay outcomes as filed in PubChem BioAssay.
# AmpC no deterg = inhibitors of E. coli AmpC beta-lactamase without detergent. P00811. AmpC nitrocefin hydrolysis, absorbance 480 nm, 0.0001% Triton. Potency, µM (titrated, usually from 57.1 µM), for the others: at the top dose activity change, negative = inhibition, hits mostly inhibitors. AID 485341. 0.52% of 330,000 active;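 further: potency means the concentration at half of the fitted maximal effect; plate controls were no compound for no effect and no enzyme for full effect; nearly all actives have a fitted effect of over 20% in size; some results filed as inactive show a strong effect at the top dose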
# Target sequence (P00811 whole entry, looked up): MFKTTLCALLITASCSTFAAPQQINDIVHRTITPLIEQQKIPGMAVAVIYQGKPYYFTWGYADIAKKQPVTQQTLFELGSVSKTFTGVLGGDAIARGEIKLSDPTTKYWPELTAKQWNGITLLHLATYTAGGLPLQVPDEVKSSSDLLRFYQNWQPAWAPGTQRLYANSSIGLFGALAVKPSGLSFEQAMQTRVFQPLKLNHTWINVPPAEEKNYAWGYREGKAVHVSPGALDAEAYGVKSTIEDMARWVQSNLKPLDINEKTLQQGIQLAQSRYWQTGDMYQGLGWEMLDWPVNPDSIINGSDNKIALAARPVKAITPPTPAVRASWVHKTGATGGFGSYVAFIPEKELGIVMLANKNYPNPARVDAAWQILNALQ
#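 AmpC (5.3 nM in the dispensed reagent) in 20 mM phosphate pH 7.0 with 0.01% (detergent screen) or 0.0001% Triton X-100 was preincubated with compounds for 15 min at room temperature. Nitrocefin was then added from an 800 uM solution, and hydrolysis was followed at 480 nm.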
# Cycloheximide cs = affects cycloheximide protein synthesis inhibition readout, counter-screen; cell reporter, cycloheximide protein synthesis inhibition counterscreen; max response, %; 12% of 300,000 active; AID 2314; in the data active means max response mostly above about 13%, no sharp cut-off; inactive means mostly below about 14%; further: read at 38.3 µM for the half of the compounds with a filed dose; 0% is about no effect
# HCMV inh = inhibitors of human cytomegalovirus | HFF cells, HCMV-luciferase reporter, 72 h; active compounds read low | activity change, negative = inhibition, % at 57.5 µM | 4.5% of 410,000 active | AID 1259415; in the data active means activity change below about -60%; inconclusive means no clear call, values can overlap the other calls; inactive means above about -39%; further: on the % scale 0 is the no-effect control and ±100 the full control effect
#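 After 16 h attachment at 37C, HFF cells received test compound and HCMV-luciferase (1 PFU/cell); reporter luminescence read 72 h later, data normalized against buffer-only and known inhibitor Salinomycin.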
# AMA1-RON2 inh = AMA1-RON2 (P. falciparum) interaction inhibition; 0.2% of 360,000 active; Potency, µM (titrated, usually from 58.2 µM), for inactives: at the highest dose activity change, negative = inhibition, actives largely listed as inhibitors; AID 720542; AlphaScreen AMA1-biotinylated RON2 peptide binding;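 further: potency means the concentration at half of the fitted maximal effect; 0% = vehicle wells and -100% = peptide control; nearly all actives have a fitted effect of over 45% in size; some results filed as inactive show a strong effect at the top dose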
#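 AMA1 (3D7) with his tag at 25 nM final met compounds first, then biotinylated RON2 peptide at 25 nM; detection used donor plus acceptor beads, 10 µg/mL apiece, read by AlphaScreen after 30 min at room temperature.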
# AmpC detergent = inhibitors of E. coli AmpC beta-lactamase with detergent; P00811; AmpC hydrolysis of nitrocefin, absorbance 480 nm, 0.01% Triton; Potency, µM (top dose mostly 114 µM), for the others: top-dose activity change, negative = inhibition, actives largely listed as inhibitors; 0.041% of 370,000 active;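 further: potency means the concentration at half of the fitted maximal effect; 0% = no-compound wells and -100% = no-enzyme wells; nearly all actives have a fitted effect of over 25% in size; some results filed as inactive show a strong effect at the top dose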
#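 20 mM phosphate pH 7.0 + 0.01% (detergent screen) or 0.0001% Triton X-100; 5.3 nM AmpC reagent; cpd preinc 15 min RT; nitrocefin (800 uM stock) to start; A480 q20 s × 4 min; Activity was normalised to no-enzyme and no-compound control wells.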
# FBPA Giardia inh = inhibitors of Giardia lamblia fructose-1,6-bisphosphate aldolase; A8B2U2; purified Giardia FBPA; Potency, µM (series often up to 59.6 µM), for inactives: top-dose activity, negative = inhibition, hits mostly inhibitors; 0.71% of 290,000 active; AID 2451; further: potency means the concentration at half of the fitted maximal effect; on the % scale 0 is the no-effect control and ±100 the full control effect; nearly all actives have a fitted effect of over 55% in size
# Target sequence (A8B2U2 whole entry, looked up): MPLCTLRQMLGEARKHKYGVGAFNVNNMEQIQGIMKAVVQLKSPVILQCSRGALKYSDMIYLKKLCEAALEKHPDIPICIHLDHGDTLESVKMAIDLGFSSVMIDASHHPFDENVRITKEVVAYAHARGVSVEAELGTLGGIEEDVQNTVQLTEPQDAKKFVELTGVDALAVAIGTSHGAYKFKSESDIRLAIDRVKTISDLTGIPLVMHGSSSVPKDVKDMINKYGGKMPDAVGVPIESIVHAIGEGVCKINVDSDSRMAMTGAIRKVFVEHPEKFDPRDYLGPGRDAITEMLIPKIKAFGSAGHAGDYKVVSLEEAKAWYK
#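 40 nM FBPA preincubated 10 min at RT with compound (up to 57.5 uM final), then substrate plus GAPDH/TPI/NAD/arsenate coupling and diaphorase/resazurin added. Fluorescence read after 20 min at RT, 525/598 nm.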
# Shiga toxin inh = blocks Shiga toxin action in Vero cells | Vero cells, Shiga toxin protein synthesis inhibition reporter | inhibition, % at 38.7 µM | 9.2% of 290,000 active | AID 2315; in the data active means inhibition mostly above about 28%, no sharp cut-off; inactive means mostly below about 43%; further: 0% is about no effect
# Active calls of the source: *; ? = inconclusive; nt = no result given; [ ] = remark or other dose. Unless noted, the call rests on the fitted dose curve; in most records, active means well fitted curve in the direction sought with a large enough effect; inconclusive means small, poorly fitted or top-dose-only effect, or another doubt; inactive means no such curve, though single readings can be large; an effect the other way counts as inactive or inconclusive. Compounds as they come; any-hit rate near 16%.
SMILES,AmpC no deterg,Cycloheximide cs,HCMV inh,AMA1-RON2 inh,AmpC detergent,FBPA Giardia inh,Shiga toxin inh
CCc1cc2c(=O)c(-c3nc(C)cs3)coc2cc1O,-10%,34*,0,-5%,5%,-10%,38*
O=C(Nc1ccc(Cl)cc1)c1ccc(OCC2CCCO2)cc1 (stereo not given),-2%,42*,-25,15%,3%,3%,95*
CC1CC(=O)Nc2ccccc2N1C(=O)Cn1cnc2ccc(Br)cc2c1=O (stereo not given),11%,nt,23,16%,0%,nt,nt
Cc1ccc(OCC(=O)OCC(=O)NC2CCCC2)cc1C,24%,nt,-15,-6%,-2%,nt,nt
Cn1cc(C(=O)c2cccc(Cl)c2Cl)cc1C#N,-10%,-4,?,8%,-2%,0%,0
CCCN(CC(=O)Nc1cc(Cl)ccc1Cl)C(=O)c1ccccn1,-1%,nt,7,11%,nt,nt,nt
Cc1cc(NS(=O)(=O)c2ccc(NC(=O)c3ccccc3F)cc2)no1,-20%,nt,14,0%,nt,nt,nt
O=C(N/N=C/c1cccnc1)c1cc2c(ccc3ccccc32)o1,13%,13,-35,1%,-9%,-10%,9
CC(=O)NC(Cc1ccccc1)C(=O)NC1CCN(C(=O)NCc2ccccc2)CC1 (stereo not given),-3%,-3,3,5%,-11%,4%,-2
O=C(c1ccc(Cl)cc1)N1CCCCC(Sc2nnc(-c3ccc4c(c3)OCO4)o2)C1=O (stereo not given),-2%,-3,-67*,0%,-5%,-1%,-6

# Some of the entries so far, with two lines to a compound:
# Value order: AmpC no deterg	Cycloheximide cs	HCMV inh	AMA1-RON2 inh	AmpC detergent	FBPA Giardia inh	Shiga toxin inh
- Cc1ccc(OCC(=O)OCC(=O)NC2CCCC2)cc1C
  24%	nt	-15	-6%	-2%	nt	nt
- Cn1cc(C(=O)c2cccc(Cl)c2Cl)cc1C#N
  -10%	-4	?	8%	-2%	0%	0
- CCCN(CC(=O)Nc1cc(Cl)ccc1Cl)C(=O)c1ccccn1
  -1%	nt	7	11%	nt	nt	nt
- Cc1cc(NS(=O)(=O)c2ccc(NC(=O)c3ccccc3F)cc2)no1
  -20%	nt	14	0%	nt	nt	nt

# Carrying on:
SMILES,AmpC no deterg,Cycloheximide cs,HCMV inh,AMA1-RON2 inh,AmpC detergent,FBPA Giardia inh,Shiga toxin inh
COc1ccc(S(=O)(=O)N2CCCC(C(=O)N3CCN(c4ccccc4)CC3)C2)cc1Cl (stereo not given),88%[activator],-2,-9,-6%,-2%,nt,-1
C#CC(=O)CCC1CCCN1C(=O)OC(C)(C)C (stereo not given),58%,nt,30,-8%,nt,nt,nt
COc1cccc(-c2cc(C(F)(F)F)nc(-n3cc(Cl)cn3)n2)c1,108%[activator],-1,-12,50%[activator],?,1%,-9
CC(C)(C)c1ccc(NC(=O)CNC2CCCc3ccccc32)cc1 (stereo not given),12%,-1,-7,-11%,-8%,-16%,36
Cc1cccc(NC(=O)CSc2nc(C)nc3c2c(=O)n(C)c(=O)n3C)c1,-4%,-7,7,13%,-6%,1%,-14
CC(C)C(C)(C#N)NC(=O)CSc1nnc(-c2ccccc2)o1 (stereo not given),-9%,1,-22,19%,-3%,2%,20
Cc1c(N=C2SCC(=O)N2/N=C/c2ccccc2)c(=O)n(-c2ccccc2)n1C,-4%,2,?,-3%,?,-4%,-18
OC(CN1C2=NCCN2c2ccccc21)c1ccc(Br)cc1 (stereo not given),-10%,1,-17,-12%,-10%,-5%,4
COc1ccc(-c2cc(C(F)(F)F)nc(N3CCN(c4ccc(F)cc4)CC3)n2)cc1OC,-21%,9,32,3%,0%,16%,32
Cc1cc(/C=C2/C(=O)NC(=O)N(C)C2=O)c(C)n1-c1ccccc1,-11%,-1,7,0%,3%,1%,3
CC(C)(C)NC(=O)CCN(/N=C/c1ccc([N+](=O)[O-])o1)C1=NS(=O)(=O)c2ccccc21,-5%,-2,-95*,2%[11.6 µM],-3%,-17%,-2
O=C(c1cccs1)N1CCCC(c2nc(-c3ccc(F)cc3)no2)C1 (stereo not given),-8%,27*,4,-6%,-2%,2%,82*
CCOC(=O)C1CCCCN1C(=O)CCc1c(C)nc2ncnn2c1C (stereo not given),-8%,1,-28,-5%,-11%,3%,-5
O=C(Nc1c2c(nn1-c1ccc(F)cc1)CS(=O)(=O)C2)c1ccc2c(c1)OCO2,-26%,-2,4,9%,-12%,nt,-7
COC(=O)c1ccccc1NC(=O)c1ccc(COc2ccccc2)o1,nt,-2,88,27%,-4%,4%,4
CCC(=O)Nc1nc(NCc2ccccc2OC)n(-c2ccccc2)n1,-12%,1,8,-3%,-6%,7%,-7
CCOC(=O)c1nnsc1NC(=O)Nc1ccc(OC)cc1,-23%,-3,48,-10%,?,3%,-7
CS(=O)(=O)N1CCCC(C(=O)NCc2ccccc2Cl)C1 (stereo not given),-11%,-3,8,-9%,-2%,9%,-5
O=C(CN1CCCC1)Nc1ccc(Cl)cc1C(F)(F)F,1%,2,-21,6%,-8%,1%,6
CC(=O)N1c2ccccc2Sc2ccccc21,-6%,0,57,-4%,-5%,10%,-7
COc1cccc(/C=N/NC(=S)NC2CC3CC2C2C=CCC32)c1O (stereo not given),-39%,35*,-33,35%[activator],1%,3%,87*
CCn1cc(S(=O)(=O)CC(=O)Nc2ccc(OC)cc2)c2ccccc21,-19%,-2,134,3%,?,-1%,-7
C=CCN1C(=O)C2C(C(=O)NCc3ccccc3)C3C=CC2(O3)C1C(=O)NC(C)(C)C (stereo not given),-7%,-6,-25,-13%,-6%,3%,-11
C=CC[C@@H](CC(=O)NCCO)C(=O)NC[C@H](OC(=O)[C@@H](CC=C)Cc1ccc(F)cc1)c1ccccc1,231%[activator],nt,-16,11%,nt,nt,nt
CCOC(=O)C1CCN(C(=O)c2ccc(NS(=O)(=O)c3ccc(F)cc3C)cc2)CC1,23%,2,?,-16%,2%,0%,35
CN1CCN(S(=O)(=O)c2ccc(C#N)cc2)C(c2ccccc2)C1 (stereo not given),-7%,nt,-13,-5%,-12%,nt,nt
COc1ccc(/C=C2\CN(Cc3ccccc3)C/C(=C\c3ccc(OC)cc3OC)C2=O)c(OC)c1,-3%,-1,-13,20%,2%,-6%,-7
Cc1nn2c(-c3ccc(Cl)cc3Cl)nnc2s1,-6%,-4,13,-8%,?,13%,-10
Cc1ccc(CS(=O)Cc2ccc(C(=O)NCc3cccs3)o2)cc1 (stereo not given),-7%,-3,10,4%,0%,nt,16
CC(C)c1nnc(SCC(=O)N2CCc3ccccc32)n1C,-14%,-1,30,-3%,-3%,1%,2
Cc1ccccc1OCCC(=O)Nc1c(C)n(C)n(-c2ccccc2)c1=O,-7%,-3,-31,5%,-8%,0%,-4
COc1cccc(CC2(CO)CCN(Cc3ccc(NC(C)=O)cc3)CC2)c1,-5%,-2,97,7%,5%,-1%,29
O=C(Cn1cc(/C=N/NC(=O)c2cccc3ccccc23)c2ccccc21)Nc1ccc(F)cc1,-40%,4,-15,3%,-3%,-1%,13
O=C(c1nnsc1S(=O)c1ccc(Cl)cc1)N1CCOCC1 (stereo not given),-36%,60*,-98*,-5%,?,2%,64
Cc1cc(C)nc(SCC(=O)NN=Cc2ccc(C)o2)n1,-15%,nt,7,-6%,nt,nt,nt
CSc1nc(-c2ccccc2)nc(C(C)C)n1,-9%,nt,-4,-1%,4%,nt,nt
CCn1c(SCC(=O)N2CCc3ccccc32)nnc1-c1ccncc1,-13%,-3,6,5%,-1%,-11%,-14
Cc1cc(Oc2ccc(=O)n(C)n2)nc(Oc2ccc(=O)n(C)n2)n1,-13%,-4,-1,4%,-13%,4%,-3
CN(C)c1nn(C(=O)Nc2ccc(Cl)cc2Cl)cc1-c1ccccc1,-9%,-5,26,1%,1%,-21%,23
COc1ccc(Cl)cc1NC(=O)CN1CCc2ccccc21,-49%,-1,-23,?,2%,-1%,1
COc1cc(NC(=O)CSc2nc3cc(C)ccc3cc2C)c(C(=O)O)cc1OC,-27%,-5,-15,8%,5%,3%,-3
Cc1ccc(NC(=O)CNc2cccc(S(=O)(=O)N3CCOCC3)c2)cc1F,-37%,nt,-35,7%,-18%,nt,nt
Cc1nc(SCc2ccccc2)[nH]c(=O)c1CC(=O)OCC(C)C,-30%,-1,-15,-1%,-1%,?,-9
CC(C)(C)NC(=O)CN(C(=O)CNC(=O)c1cccs1)c1ccc2c(c1)OCCO2,?,-2,-4,?,-2%,6%,-3
CC(Cc1ccccc1)C(=O)N(C)Cc1cccnc1 (stereo not given),-16%,-2,?,6%,?,0%,10
O=C(CCNC(=O)c1ccc([N+](=O)[O-])cc1)NCCc1ccc(Cl)cc1,17%,6,0,3%,-4%,?,-7
c1cncc(-c2nc(N3CCOCC3)c3ccccc3n2)c1,25%,4,nt,-11%,-3%,-6%,5
O=c1[nH]c2cc3c(cc2cc1CN(CCO)S(=O)(=O)c1ccccc1)OCCO3,-2%,0,0,-1%,1%,-1%,-5
Cc1ccn2c(=O)nc(SCC(=O)N3N=C(c4cccs4)CC3c3ccc(F)cc3)nc2c1 (stereo not given),68%[activator],nt,1,-5%,?,nt,nt
CC(=O)N1N=C(c2ccc(C)o2)CC1c1ccc(F)cc1 (stereo not given),-9%,7,49,13%,-13%,1%,-5
# Further compounds:
SMILES,AmpC no deterg,Cycloheximide cs,HCMV inh,AMA1-RON2 inh,AmpC detergent,FBPA Giardia inh,Shiga toxin inh
O=C(N/N=C/c1c(O)n(C2CC2)c(=S)[nH]c1=O)c1ccccc1O,-28%,25*,45,-21%,-9%,7%,26
Cc1ccc(C)c(NC(=S)NCCCN2CCOCC2)c1,-8%,9,0,4%,-10%,-1%,-17
Cc1ccc(OCC(=O)NNC(=O)CSc2ncnc3sc(C)c(C)c23)cc1,-13%,-1,-10,89%[activator],0%,-2%,23
COc1ccc(CCN(C)C(=O)CCNC(=O)c2ccc(Br)cc2)cc1OC,70%[activator],3,-27,4%,2%,6%,-7
Cc1ccc(S(=O)(=O)N(C)CC(=O)O/N=C(\N)c2ccccn2)cc1,-14%,-2,10,92%[activator],5%,7%,-13
O=C(OCc1nnc(-c2cccs2)o1)C1=NN(c2ccccc2)C(=O)CC1,-12%,nt,0,2%,2%,nt,nt
O=C(/C=C/c1ccco1)NC(=S)Nc1ccccc1O,-42%,19*,21,57%[activator],0%,-25%,92*
O=C(CN(C(=O)c1csnn1)c1ccccc1Cl)NCCc1ccccc1,-7%,-5,1,4%,-3%,6%,4
O=C(O)CCCC(=O)N1N=C(c2ccco2)CC1c1ccco1 (stereo not given),-9%,-4,-10,13%,5%,3%,-14
C=CCn1c(CNC(=O)c2ccccc2F)nnc1SCC(=O)NC(C)c1ccccc1 (stereo not given),8%,-1,-33,-5%,0%,6%,-2
Cc1ccc(S(=O)(=O)N2CCC(C(=O)Nc3ccc4c(c3)COC4=O)CC2)cc1,-2%,-1,-34,?,-11%,7%,-9
CS(=O)(=O)N1CCN(c2ccc(C(=O)N3CCOCC3)cc2[N+](=O)[O-])CC1,-18%,-3,72,10%,4%,0%,-29
O=c1c2c(nc3n1CCCCC3)-c1ccccc1CC21CCCCC1,-11%,1,?,-2%,?,0%,0
